KCNK3 inh – human KCNK3 channel inhibitors, primary screen, CHO cells, FluxOR thallium flux, B-score; B-score at 10 µM; 340,000 tested, 0.84% active; FluxOR fluorescence; hits give low values; Potassium channel subfamily K member 3 (Homo sapiens), O14649;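 active means B-score under library mean minus 4 SD, starting fluorescence ratio at most library mean plus 5 SD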;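 further: more negative B-score means stronger inhibition of thallium flux through KCNK3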
Target sequence (O14649 whole entry, looked up): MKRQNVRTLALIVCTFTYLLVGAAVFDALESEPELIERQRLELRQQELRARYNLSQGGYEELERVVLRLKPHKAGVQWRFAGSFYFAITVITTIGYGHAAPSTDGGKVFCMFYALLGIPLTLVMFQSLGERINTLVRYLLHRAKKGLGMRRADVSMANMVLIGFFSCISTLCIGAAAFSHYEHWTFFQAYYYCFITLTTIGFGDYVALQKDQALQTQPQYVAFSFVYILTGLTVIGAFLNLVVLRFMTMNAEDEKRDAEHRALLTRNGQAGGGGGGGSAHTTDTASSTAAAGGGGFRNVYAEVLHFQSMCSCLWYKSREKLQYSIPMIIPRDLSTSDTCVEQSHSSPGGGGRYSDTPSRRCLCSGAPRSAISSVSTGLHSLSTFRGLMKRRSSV
TRPC4 act – activators of mouse TRPC4 channel, primary screen, Fluo4 calcium, HEK293 TRPC4beta/mu-opioid cells; Short transient receptor potential channel 4 (Mus musculus), Q9QUQ5; AID 2237, 2010; 310,000 tested, 0.49% active; B-score at 10 µM; Fluo4 calcium fluorescence; hits give high values;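 active means B-score above 5 SD of library B-scores, and initial fluorescence ratio not above library mean plus 5 SD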;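 further: positive B-score marks a calcium rise read as TRPC4 activation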
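Assay system – TRPC4beta and mu-opioid receptor HEK293 stable cells · Measured by – Fluo4 fluorescence, kinetic · Schedule – dye loading 45 min room temperature, 110 s kinetic read · Read-out – B-scored integrated calcium fluorescence ratio · Controls – buffer and maximal DAMGO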
TRPC4 potent – positive allosteric modulators of TRPC4, primary screen, cell-based, mouse TRPC4beta, HEK293 mu-opioid, Fluo-4 calcium; Short transient receptor potential channel 4 (Mus musculus), Q9QUQ5; DAMGO EC20, Fluo-4 Ca2+ flux; hits give high values; B-score at 10 µM; 310,000 tested, 0.42% active;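 active means B-score of calcium response area above 5 SD of library B-scores, with initial fluorescence ratio within 5 SD of library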;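 further: B-score of integrated fluorescence ratio over time as area under calcium response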
Platelet DG rel – inhibitors of platelet dense granule secretion, primary screen, cell-based, MLPCN, human platelets; human platelet-rich plasma, SFLLRN dense granule ATP release, luminescence; inhibition, %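 (compounds screened at 7.5 µM in platelet-rich plasma)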; 300,000 tested, 0.22% active; AID 1663, 2009;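 active means mean replicate score, as percent of positive control, at or above 50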
PolyA inh – polyadenylation inhibitors in yeast reporter cells, primary screen, luminescence, S. cerevisiae; AID 1875, 2009; 300,000 tested, 0.02% active; calls only at 12 µM; S. cerevisiae SKY197-pL101 polyadenylation reporter, beta-gal luminescence; efflux-impaired pdr1/pdr3 knockout yeast; score 100 = 6 SD above DMSO;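 active means lowest replicate activity score at least 50, where 100 means six control SD above control mean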;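 further: yeast exposed to compound for 9 h at 30 °C; higher score means more reporter readthrough which indicates perturbed polyadenylation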
KCNK9 inh – KCNK9 potassium channel inhibitors, primary screen, HEK293 cells, thallium flux | Potassium channel subfamily K member 9 (Homo sapiens), Q9NPC2 | 310,000 tested, 1.2% active | B-score at 10 µM | FluxOR thallium flux fluorescence; hits give low values | AID 488922, 2010;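 active means ratio B-score over 3 SD below the library mean, with starting fluorescence within 5 SD of its mean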;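 further: negative B-score means less thallium flux so channel inhibition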
Target sequence (Q9NPC2 whole entry, looked up): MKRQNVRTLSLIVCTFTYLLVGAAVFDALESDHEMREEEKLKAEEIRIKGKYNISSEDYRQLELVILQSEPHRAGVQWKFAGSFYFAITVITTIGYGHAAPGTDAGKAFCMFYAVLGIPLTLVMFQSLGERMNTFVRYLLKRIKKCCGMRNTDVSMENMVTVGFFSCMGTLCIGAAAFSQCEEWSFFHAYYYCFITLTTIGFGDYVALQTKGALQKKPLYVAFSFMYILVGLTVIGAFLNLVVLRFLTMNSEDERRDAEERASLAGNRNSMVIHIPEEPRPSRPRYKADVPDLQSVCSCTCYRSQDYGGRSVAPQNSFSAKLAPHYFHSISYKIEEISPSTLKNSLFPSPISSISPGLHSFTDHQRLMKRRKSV
hERG rescue – hERG rescue from dofetilide block, primary screen, cell-based, CHO-hERG, FluxOR thallium flux, dofetilide IC70; Voltage-gated inwardly rectifying potassium channel KCNH2 (Homo sapiens), Q12809; dofetilide IC70 present; activation (rescue from dofetilide block), less the hit threshold, % at 10 µM; 310,000 tested, 0.51% active;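 active means activation above the mean of controls blocked by dofetilide plus 5 SD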;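 further: thallium influx through hERG after potassium depolarization seen as dye fluorescence rise; in these data hits start at about 4.7%; inactives centre near -7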
KCNQ1 pot – potentiators or activators of KCNQ1 channel, primary screen, cell-based, thallium flux, high-throughput. B-score at 10 µM. Potassium voltage-gated channel subfamily KQT member 1 (Homo sapiens), P51787. CHO-K1 KCNQ1, thallium flux FluxOR fluorescence; hits give high values. 310,000 tested, 0.35% active;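 active means fluorescence ratio B-score, a plate-corrected score, at least three library SD, with initial intensity B-score within 5 SD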
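Assay system: CHO-K1 cells stably expressing KCNQ1. Medium: assay buffer for compound exposure, DMSO matched across wells. Timing: 37 °C overnight plating, 90-min dark dye load, 20-min compound pretreatment. Signal: kinetic FluxOR fluorescence, 10 s baseline plus 110 s post-stimulus.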
TRPC4 block – inhibitors of mouse TRPC4 channel, primary screen, Fluo4 calcium, HEK293 TRPC4beta/mu-opioid cells; Short transient receptor potential channel 4 (Mus musculus), Q9QUQ5; DAMGO-evoked Fluo4 calcium flux; hits give low values; B-score at 10 µM; 300,000 tested, 0.39% active;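 active means B-score over 3 SD under the library average, no early fluorescence shift, positive overall ratio signal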
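Test system – stable TRPC4beta/mu-opioid receptor HEK293 cells · Probe or stimulus – DAMGO, a submaximal dose followed by a maximal one · Dosing – one concentration per compound · Signal – Fluo4 calcium fluorescence by kinetic imaging, 5 s 1 Hz baseline · Evaluation – per-well B score of integrated baseline-normalized Fluo4 ratio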
KCNQ1 block – inhibitors of human KCNQ1 channel, primary screen, cell-based, thallium flux, high-throughput | CHO-K1 KCNQ1, FluxOR thallium flux fluorescence; hits give high values | 310,000 tested, 1.3% active | Potassium voltage-gated channel subfamily KQT member 1 (Homo sapiens), P51787 | AID 2642, 2010 | B-score at 10 µM;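 active means compounds whose thallium flux B-score, printed positive for inhibition, exceeds three library SD while starting fluorescence stays within three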;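 further: channel opened by potassium depolarization with thallium stimulus after 20 min compound exposure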
Dyrk1A ADPGlo – rat Dyrk1A kinase inhibitors, primary screen, biochemical, single point, plate reader | Dual specificity tyrosine-phosphorylation-regulated kinase 1A (Rattus norvegicus), Q63470 | ADP-Glo luminescence, NFATc1 peptide | inhibition, % at 12.5 µM | 310,000 tested, 0.43% active; in the data active means inhibition above about 50%;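 further: plate controls were vehicle with enzyme for no effect and no enzyme for full effect; many of its hits are not listed in these tables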
* hit, by the source's call; i = inactive; . = not tested or not shown.

SMILES	KCNK3 inh	TRPC4 act	TRPC4 potent	Platelet DG rel	PolyA inh	KCNK9 inh	hERG rescue	KCNQ1 pot	TRPC4 block	KCNQ1 block	Dyrk1A ADPGlo
CC1CCCN(S(=O)(=O)c2ccc3c(c2)c(=O)nc2ccc(Cl)cn23)C1 (centres undefined)	i	i	i	1	i	i	-8	i	i	i	1
O=S(=O)(/N=C(/Nc1ccccc1)C(F)(F)F)c1ccccc1	i	i	i	-7	i	i	-10	i	i	i	2
Cn1c(=O)oc2cc(S(=O)(=O)NCc3ccco3)ccc21	i	i	i	6	i	i	-5	i	i	i	9
Cc1cc(C)cc(NC(=O)Nc2ccccc2N2CCCCC2)c1	i	i	i	5	i	i	-3	i	i	i	-3
COc1ccc(-c2cnnc(N/N=C/c3ccc(O)c(O)c3)n2)cc1	i	i	i	10	i	i	-9	i	i	i	68*
O=C(Cc1nc2ccccc2[nH]1)c1ccc(Cl)cc1	i	i	i	13	i	i	-13	i	i	i	-5
CC(=O)N(C)N1c2ccccc2CCc2ccccc21	-8.8*	i	i	-6	i	i	-12	i	i	i	-4
CCOc1cc(C(=O)N2CCOCC2)ccc1OCc1ccccc1	i	i	i	11	i	i	-4	i	i	i	9
CC(=O)Nc1ccc(S(=O)(=O)N(Cc2ccccc2)c2ccccc2F)cc1	i	i	i	2	i	i	-1	i	i	i	3
c1ccc2cc(CN3CCOCC3)ccc2c1	i	i	i	4	i	i	-3	i	i	i	-2
COc1ccc2c(c1)C(c1ccc([N+](=O)[O-])cc1)=NNC(c1ccco1)=N2	i	i	i	3	i	i	-8	i	i	i	-5
O=C(COC(=O)c1ccccc1NC(=O)c1ccccc1)c1ccc([N+](=O)[O-])cc1	-9.6*	i	i	-1	i	-14*	-7	i	i	i	-6
Cc1ccc(-c2nc(N)sc2CC(=O)OCC(=O)NCCC(C)C)cc1	i	i	i	9	i	i	-7	i	i	i	-2
Cn1c(SCc2ccc(Br)cc2)nnc1-c1ccncc1	i	i	i	-1	i	i	-2	i	i	i	-4
O=C(OCc1ccccc1)c1cccc(-c2nnn(Cc3ccccc3)n2)c1	i	i	i	1	i	i	-10	i	i	i	-6
O=C(c1cc2ccccn2n1)N1CCN(c2ccccn2)CC1	i	i	i	-30	i	i	-7	i	i	i	2
CNC(=O)c1cccn1-c1ccsc1C(=O)OC	i	i	i	3	i	i	-14	i	i	i	-1
COc1ccc(C(=O)NCC(=O)N/N=C/C(C)=C/c2ccco2)cc1OC	i	i	i	-6	i	i	-10	i	i	i	6
CN1CCN(C(=S)Nc2cc(S(=O)(=O)N3CCOCC3)ccc2Cl)CC1	i	i	i	8	.	i	-15	i	i	i	.
COC(=O)C(Cc1c[nH]c2ccccc12)NC(=O)c1ccccc1Br (centres undefined)	i	i	i	14	i	i	-10	i	i	i	.
CCOC(=O)N1CCC2(CC1)C(C#N)=C(N)Oc1n[nH]c(C)c12	i	i	i	4	i	i	-7	i	i	i	8
O=S(=O)(c1ccccc1)c1nnn2c1nc(NC1CCN(Cc3ccccc3)CC1)c1cc(Cl)ccc12	i	148*	i	-9	i	i	-14	i	-6*	i	0
O=C1NCCc2c1[nH]c1ccccc21	i	i	i	2	i	i	-6	i	i	i	23
CC1CCN(CCOCCOc2ccc(Br)cc2Cl)CC1	i	i	i	-7	i	i	-16	i	i	i	-8
Cc1ccc(-n2nnnc2SCC(=O)Nc2ccc3c(c2)OCCO3)cc1C	i	i	i	2	i	i	-5	i	i	i	5
O=C(c1ccco1)N1CCN(C(=O)c2cccs2)CC1	i	i	i	-1	i	i	-7	i	i	i	0
C=CCOc1cccc(C2/C(=C(\O)c3ccc4c(c3)OCCO4)C(=O)C(=O)N2CCN2CCOCC2)c1 (centres undefined)	i	i	i	12	i	i	-9	i	i	i	7
CC1CCCC(C)N1C(=O)C1CC(c2ccc(F)cc2)=NO1 (centres undefined)	i	i	i	-4	i	i	-8	i	i	i	-6
O=C(Nc1ccncc1)Nc1ccncc1	i	i	i	-2	i	i	-16	i	i	i	-2
Oc1ccc(-c2cccc(-c3ccc(O)cc3)n2)cc1	i	i	i	4	i	i	-2	i	i	i	18

An excerpt from above in order of SMILES length, rising:
SMILES	KCNK3 inh	TRPC4 act	TRPC4 potent	Platelet DG rel	PolyA inh	KCNK9 inh	hERG rescue	KCNQ1 pot	TRPC4 block	KCNQ1 block	Dyrk1A ADPGlo
c1ccc2cc(CN3CCOCC3)ccc2c1	i	i	i	4	i	i	-3	i	i	i	-2
CC(=O)N(C)N1c2ccccc2CCc2ccccc21	-8.8*	i	i	-6	i	i	-12	i	i	i	-4
CN1CCN(C(=S)Nc2cc(S(=O)(=O)N3CCOCC3)ccc2Cl)CC1	i	i	i	8	.	i	-15	i	i	i	.
O=C(COC(=O)c1ccccc1NC(=O)c1ccccc1)c1ccc([N+](=O)[O-])cc1	-9.6*	i	i	-1	i	-14*	-7	i	i	i	-6

The list goes on:
SMILES	KCNK3 inh	TRPC4 act	TRPC4 potent	Platelet DG rel	PolyA inh	KCNK9 inh	hERG rescue	KCNQ1 pot	TRPC4 block	KCNQ1 block	Dyrk1A ADPGlo
COc1cccc(CNS(=O)(=O)c2ccc(N3CCCC3=O)cc2)c1	i	i	i	-5	i	i	-6	i	i	i	-4
Cc1ccc(NC(=O)CN(C)C(=O)C2COc3ccccc3O2)cc1 (centres undefined)	i	i	i	-1	i	i	-5	i	.	i	3
CC(C)N(Cc1cc2ccccc2[nH]c1=O)C(=O)c1ccco1	i	i	i	-4	i	i	-9	i	i	i	2
COc1ccc(OC)c(S(=O)(=O)Nc2cc(C(=O)O)ccc2N2CC3CC(C2)c2cccc(=O)n2C3)c1 (centres undefined)	i	i	i	10	i	i	-7	i	i	i	3
CC(=O)c1ccc(NS(=O)(=O)Cc2ccccc2)cc1	i	i	i	8	i	i	-2	i	i	i	-4
c1coc(CN=C2NC(=NCc3ccco3)c3ccccc32)c1	i	i	i	-14	i	i	-7	i	-7*	i	4
Nc1nnc(COc2ccccc2)s1	i	i	i	2	i	i	-7	i	i	i	1
Cc1ccc(C(C)C)c(OCC(=O)Nc2ccc(Cl)cn2)c1	i	i	i	5	i	i	-3	i	i	i	2
COc1ccc2c(c1)Cc1sc(NC(=O)c3ccco3)nc1-2	i	i	i	-1	i	i	-2	i	i	i	-2
O=C1OCCN1c1c(-c2ccccc2)c(-c2cccs2)nc2c(-c3ccccc3)cccc12	i	i	i	-3	i	i	-9	i	i	i	2
CC(C)Cc1nnc(NC(=O)c2cc(S(=O)(=O)N(C)C)ccc2N2CCCC2)s1	i	i	i	7	i	i	-10	i	i	i	7
COc1ccccc1OCCNc1cc(N2CCCCC2)ccc1[N+](=O)[O-]	i	i	i	3	i	-6.8*	-7	i	i	6*	-7
Cn1nnnc1SCc1nc2scc(-c3ccc(Cl)cc3)c2c(=O)[nH]1	i	i	i	0	i	i	-11	i	i	i	2
CNC(=S)N1N=C(c2cccs2)CC1c1ccc(F)cc1 (centres undefined)	i	i	i	-4	i	i	-9	i	i	i	4
Cc1nc(CN(C)C(=O)c2ccccc2OC2CCN(S(C)(=O)=O)CC2)cs1	i	i	i	0	i	i	-17	i	i	i	1
CSc1ccc(C2C3(C#N)C(N)=NC4(OCCO4)C23C#N)cc1 (centres undefined)	i	i	i	-4	i	i	-1	i	i	i	0
COC(=O)c1ccc(NC(=O)CCC(=O)c2ccc(F)cc2)cc1	i	i	i	-2	.	i	-13	i	i	i	-2
COCCNC(=O)c1cccc(NC(=O)C2=C(C)OCCS2)c1	i	i	i	0	i	i	0	i	i	i	0
O=S(=O)(c1ccc(N2CCOCC2)c(Cl)c1)N1CCOCC1	i	i	i	-17	i	i	-7	i	i	i	-4
COc1ccc(CC(=O)Nc2ncc([N+](=O)[O-])s2)cc1OC	i	i	i	1	i	i	-16	i	i	i	44
CC(C)=NOc1nc(NC(=O)NS(=O)(=O)c2ccccc2Cl)nc(N(C)C)n1	i	i	i	7	i	i	-1	i	i	i	14
Cc1nn(CC(=O)N(C)Cc2ccc(F)cc2)c(C)c1[N+](=O)[O-]	i	i	i	8	i	i	-9	i	i	i	-1
COC(=O)C1=CN(CC2CCCO2)C=C(C(=O)OC)C1c1ccccc1C(F)(F)F (centres undefined)	i	i	i	0	i	i	-9	i	i	i	-6
CC1CCN(C(=O)COc2cccc3c2CCN(C)C3=O)CC1	i	i	i	2	i	i	-4	i	i	i	.
CN1CCc2nc3ccc(Cl)cc3c(-c3ccccc3Cl)c2C1	i	i	i	11	i	i	-20	i	i	i	5
C/C(=N/NC(=O)c1ccccc1O)c1ccc(N2C(=O)C3CCCCC3C2=O)cc1 (centres undefined)	i	i	i	6	i	i	-14	i	i	i	-4
Cc1nn(CC(=O)N2CCN(c3ccccc3)CC2)c(=O)c2cccn12	i	i	i	-3	i	i	-5	i	i	i	2
COc1ccc(C(=O)N2CCCC(CCC(=O)NCc3ccc(F)c(F)c3)C2)o1 (centres undefined)	i	i	i	2	i	i	-8	i	i	i	-1
O=C1CCN(Cc2ccccc2)CCN1[C@H](CO)Cc1ccccc1	i	i	i	3	i	i	3	i	.	i	1
CCOC(=O)N1CCN(C(=O)C2CCC(CNS(=O)(=O)c3ccc(Cl)cc3)CC2)CC1 (centres undefined)	i	i	i	0	i	i	-3	i	i	i	6

Source: PubChem BioAssay (several laboratories)

Some of the compounds tested; count on the stated rates, not on these rows.
